PAFAH1B2 FP inh = inhibitors of human PAFAH1B2; P68402; recombinant PAFAH1B2, FP-rhodamine activity probe, fluorescence polarization; inhibition, % at 3.39 µM; hit rate 1.2% among 340,000; AID 492953;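 active = inhibition above the mean of all tested compounds plus 3 SD, cut at about 24% in these data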;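 note: 0% = enzyme with DMSO and 100% = wells lacking PAFAH1B2; many of its hits are not listed in these tables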
Target sequence (P68402 whole entry, looked up): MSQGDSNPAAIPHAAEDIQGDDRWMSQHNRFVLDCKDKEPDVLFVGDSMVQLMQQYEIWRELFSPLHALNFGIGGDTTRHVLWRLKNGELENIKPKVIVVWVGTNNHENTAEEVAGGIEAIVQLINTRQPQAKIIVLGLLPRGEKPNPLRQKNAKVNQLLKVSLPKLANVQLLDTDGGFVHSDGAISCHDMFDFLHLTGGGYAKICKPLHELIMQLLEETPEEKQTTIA
pPAFAH FP inh = inhibitors of human plasma PAF acetylhydrolase (pPAFAH); Q13093; recombinant pPAFAH, FP-rhodamine probe fluorescence polarization; inhibition, % at 3.39 µM; hit rate 1.5% among 330,000;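 active = inhibition above the mean inhibition across the screen plus 3 SD, cut at about 25% in these data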;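 note: inhibitors block binding of the rhodamine activity-based probe so polarization drops; 0% = enzyme with DMSO and 100% = wells lacking pPAFAH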
LYPLA1 inh = blocks human lysophospholipase 1, a PME1 counter-screen; inhibition, % at 5.9 µM; O75608; hit rate 0.16% among 320,000; recombinant LYPLA1, FP-Rh probe fluorescence polarization;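 active = inhibition above the mean of all tested compounds plus 3 SD, set per campaign, cut at about 14% in these data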;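 note: inhibitors block serine hydrolase probe labeling of LYPLA1 so polarization falls; 0% = enzyme with DMSO and 100% = wells lacking LYPLA1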
Target sequence (O75608 whole entry, looked up): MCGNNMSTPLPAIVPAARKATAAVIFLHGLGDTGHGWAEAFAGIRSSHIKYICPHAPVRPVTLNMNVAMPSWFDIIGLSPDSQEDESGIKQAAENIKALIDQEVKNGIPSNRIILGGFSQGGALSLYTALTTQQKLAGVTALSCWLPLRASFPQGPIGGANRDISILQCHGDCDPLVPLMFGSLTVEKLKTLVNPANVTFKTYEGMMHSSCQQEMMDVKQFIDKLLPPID
PAD4 inh = PAD4 (human) enzyme inhibition; inhibition, % at 6.36 µM; recombinant PAD4, RCA probe fluorescence polarization; Q9UM07; hit rate 0.41% among 330,000;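 active = percent inhibition above a cutoff equal to the mean of all tested compounds plus 3 SD, cut at about 15% in these data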;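 note: 0% = PAD4 with RCA probe and DMSO and 100% = probe without PAD4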
PAFAH2 FP inh = inhibitors of human PAFAH2; hit rate 0.99% among 340,000; recombinant PAFAH2, FP-rhodamine activity probe, fluorescence polarization; inhibition, % at 3.39 µM; AID 492956;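 active = inhibition above the mean over all tested compounds plus 3 SD, cut at about 30% in these data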;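 note: inhibitors block probe labeling of enzyme so polarization drops; 0% = enzyme with DMSO and 100% = wells lacking PAFAH2 protein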
LYPLA2 counter = counter-screen for PME1 inhibitors: inhibitors of human LYPLA2; hit rate 0.38% among 320,000; AID 2177; recombinant LYPLA2, FP-Rh probe fluorescence polarization; inhibition, % at 5.9 µM; O95372;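 active = inhibition above the screen-wide mean plus 3 SD, limit set per campaign, cut at about 26% in these data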;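 note: 0% = LYPLA2 with DMSO and 100% = wells lacking LYPLA2 enzyme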
Target sequence (O95372 whole entry, looked up): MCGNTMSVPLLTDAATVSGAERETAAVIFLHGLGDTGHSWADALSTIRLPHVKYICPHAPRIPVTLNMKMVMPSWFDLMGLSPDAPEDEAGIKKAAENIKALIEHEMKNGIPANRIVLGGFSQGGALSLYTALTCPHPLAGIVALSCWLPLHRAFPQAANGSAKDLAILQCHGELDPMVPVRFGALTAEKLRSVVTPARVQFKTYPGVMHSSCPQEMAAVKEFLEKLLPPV
PAFAH1B3 FP inh = PAFAH1B3 (human) inhibition; Q15102; recombinant PAFAH1B3, FP-rhodamine probe, fluorescence polarization; inhibition, % at 3.39 µM; hit rate 0.28% among 340,000; AID 492972;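 active = inhibition above the screen-wide average of all tested compounds plus 3 SD, cut at about 25% in these data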;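 note: 0% = enzyme with DMSO only and 100% = wells lacking PAFAH1B3 protein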
Target sequence (Q15102 whole entry, looked up): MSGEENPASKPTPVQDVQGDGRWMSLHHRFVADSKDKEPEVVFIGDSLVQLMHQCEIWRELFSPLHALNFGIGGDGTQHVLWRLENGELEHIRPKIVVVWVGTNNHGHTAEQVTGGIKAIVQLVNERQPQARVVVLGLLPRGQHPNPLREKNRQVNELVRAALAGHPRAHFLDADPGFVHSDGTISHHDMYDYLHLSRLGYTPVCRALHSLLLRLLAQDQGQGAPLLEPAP
PME-1 inh = blocks human protein phosphatase methylesterase 1; Q9Y570; hit rate 0.53% among 320,000; AID 2130; recombinant PME-1, FP-Rh probe fluorescence polarization; inhibition, % at 5.9 µM;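 active = inhibition above the campaign mean of all compounds plus 3 SD, cut at about 26% in these data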;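 note: competitive labeling of PME-1 active site by serine hydrolase directed probe; 0% = PME-1 with DMSO and 100% = wells lacking PME-1 enzyme; inhibitors block probe labeling so polarization falls and inhibition rises; many of its hits are not listed in these tables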
GSTO1 inh = GSTO1 inhibition, counter-screen for RBBP9 inhibitors | P78417 | recombinant GSTO1, activity-based probe fluorescence polarization | inhibition, % at 5.96 µM | hit rate 1.1% among 300,000 | AID 1974;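 active = inhibition above the campaign mean inhibition plus 3 SD, cut at about 35% in these data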;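 note: 0% = GSTO1-1 with DMSO and 100% = wells lacking GSTO1-1 enzyme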
Numbers without * were called inactive; · = no result given. An excerpt; count on the stated rates, not on these rows.

SMILES	PAFAH1B2 FP inh	pPAFAH FP inh	LYPLA1 inh	PAD4 inh	PAFAH2 FP inh	LYPLA2 counter	PAFAH1B3 FP inh	PME-1 inh	GSTO1 inh
CC1CCC(C(=O)NC(C(=O)N2CCc3ccccc3C2)C(C)C)CC1 (stereo not given)	3	-4	-6	-2	-2	-6	-1	6	-3
O=C(Cn1nc(-c2ccccc2)c2ccccc2c1=O)Nc1cccc(O)c1	8	4	1	-7	-6	7	7	-4	0
Cc1cc(OCCSc2nnc(-c3cccs3)n2C)ccc1Cl	6	4	0	-8	7	-2	6	6	9
Cc1nn(CC(=O)NCc2ccco2)c(C)c1[N+](=O)[O-]	2	8	-3	-2	-4	-1	3	-1	1
c1ccc(COc2ccc(OCCn3cncn3)cc2)cc1	2	-8	4	1	-1	3	4	-5	-1
Nc1cc(-c2cccc(Br)c2)nn1Cc1ccccc1	4	-7	-2	-1	3	-3	10	2	9
Cc1ccccc1Cn1cc(NC(=O)COc2ccccc2)cn1	0	7	1	-5	-1	5	5	3	0
Cc1ccc(S(=O)(=O)N2CCOCC2)cc1NC(=O)CSc1nnnn1C1CCCC1	1	-4	1	4	10	7	0	6	·
CC(=O)c1cnc(N2CCCCC2)nc1C	-1	-6	1	-4	-10	3	3	-4	5
CC(=O)Nc1ccc(S(=O)(=O)NCc2cn3ccsc3n2)cc1	1	6	1	-4	5	3	10	-4	1
CN(C)Cc1nnnn1-c1cccc(-n2nnnc2CN(C)C)c1	2	6	-1	1	-4	6	7	6	3
CC1CCN(C(c2cccs2)c2nnnn2Cc2ccccc2)CC1 (stereo not given)	12	0	-1	-1	-1	4	4	3	-6
CC(C)(C)n1ncc2c(=O)n(CC(=O)NCCc3ccccc3)cnc21	0	5	3	0	-2	13	-5	1	-8
Cn1c(=O)c2c(ncn2CC(=O)OCC(=O)Nc2cc(Cl)ccc2C#N)n(C)c1=O	2	4	·	-6	8	·	3	·	·
CC(OC(=O)C12CCC(=O)N1c1ccccc1S2)C(=O)Nc1cccc(Cl)c1 (stereo not given)	1	0	0	1	-1	-4	2	0	·
CC(=O)N(Cc1ccccc1)c1ncc2c(n1)c(=O)c(C#N)c1ccccn12	9	-7	2	-5	1	5	7	5	-10
COc1ccc(CCCc2nnc(SCC(=O)Nc3ccccc3F)o2)cc1	5	3	-1	-5	6	2	10	2	2
COCc1c(C(=O)Nc2ccc3nc(N4CCOCC4)sc3c2)oc2ccccc12	7	11	0	-5	2	-4	-2	6	·
CCc1ccnc(NS(=O)(=O)c2ccc3c(c2)OCCO3)c1	·	-1	0	4	·	-1	·	-4	3
COc1ccc(F)cc1S(=O)(=O)n1nc(C)cc1C	-3	-7	-2	0	-2	-11	1	-4	13

Reprinted at random: two entries already listed.
SMILES	PAFAH1B2 FP inh	pPAFAH FP inh	LYPLA1 inh	PAD4 inh	PAFAH2 FP inh	LYPLA2 counter	PAFAH1B3 FP inh	PME-1 inh	GSTO1 inh
COc1ccc(F)cc1S(=O)(=O)n1nc(C)cc1C	-3	-7	-2	0	-2	-11	1	-4	13
CN(C)Cc1nnnn1-c1cccc(-n2nnnc2CN(C)C)c1	2	6	-1	1	-4	6	7	6	3

The list goes on:
SMILES	PAFAH1B2 FP inh	pPAFAH FP inh	LYPLA1 inh	PAD4 inh	PAFAH2 FP inh	LYPLA2 counter	PAFAH1B3 FP inh	PME-1 inh	GSTO1 inh
COc1cc2c(cc1OC)CN(C1CCCN(Cc3cc(Cl)ccc3O)C1)CC2 (stereo not given)	2	-4	0	-1	5	8	1	-5	11
CCC(C)(C)n1nnnc1C(c1cc2cc(C)cc(C)c2[nH]c1=O)N1CCN(C(=O)c2ccco2)CC1 (stereo not given)	2	9	3	2	0	6	10	-4	-1
Cc1nc(SCC(=O)c2cc3ccccc3oc2=O)c(C#N)c(-c2ccccc2)c1C(=O)Nc1ccccc1	5	7	1	-7	-4	0	1	-4	3
CCOC(=O)C1C2C=CC3(CN(Cc4ccccc4)C(=O)C13)O2 (stereo not given)	1	19	0	0	0	-4	4	3	0
COc1ccc(C(=O)NC(=S)Nc2ccc3oc(=O)ccc3c2)cc1[N+](=O)[O-]	1	12	2	4	4	16	-3	0	-2
COC(=O)c1cc(C(=O)OCC(=O)NC(=O)NCc2ccccc2)cc([N+](=O)[O-])c1	-6	7	1	-2	1	17	4	2	·
O=C(Nc1ccc2c(c1)C(=O)NC2=O)c1cc(Cl)ccc1Cl	-2	5	1	-4	3	10	-1	2	-3
CC(CP(=O)(O)O)NC(=O)Cc1ccccc1 (stereo not given)	2	2	0	3	3	1	-5	0	-1
O=C(O)CCC(=O)N1N=C(c2cccs2)CC1c1cccc([N+](=O)[O-])c1 (stereo not given)	0	0	1	0	1	0	-3	0	1
NS(=O)(=O)c1cccc(NC(=O)c2cc(-c3cccs3)nc3ccccc23)c1	-2	-6	-12	2	-3	-12	0	-4	-7
O=C(CC1C(=O)NCCN1Cc1c(F)cccc1Cl)NC1CCCCCC1 (stereo not given)	1	4	0	3	-5	-1	1	1	5
COC(=O)CSC1=C(C#N)C(c2ccc(Cl)cc2)C(C(=O)OC)C(=O)N1 (stereo not given)	8	0	1	-1	3	5	10	-4	-1
COCCNC(=S)N/N=C/c1ccc(OCc2ccc(C(=O)OC)cc2)c(OC)c1	·	1	2	-2	·	7	·	-1	-2
COC(=O)N1C(=O)[C@](c2ccccc2)(C2CCCCC2)N1C(=O)OC	1	2	1	-5	-11	7	3	71*	1
Cc1ccc(/C=N/n2nnnc2N)cc1[N+](=O)[O-]	-4	0	-1	-6	15	3	-2	-1	-9
COc1ccc(C2C(C#N)=C(N)N(Nc3ccccc3)C3=C2C(=O)CC(C)(C)C3)cc1C (stereo not given)	-3	-3	-1	3	8	3	5	5	8
CCCn1c(=N)n(CC(=O)c2ccc(Cl)c(Cl)c2)c2ccccc21	4	2	-1	-1	-5	7	0	9	2
Cc1nn(C)c(NC(=O)c2ccc(Cl)cc2Cl)c1Br	6	-1	0	-1	0	0	13	-6	5
NC(N)=N/N=C/c1ccc(OCc2ccccc2)c(OCc2ccccc2)c1	0	-2	-3	-11	11	-6	-7	16	-5
CCCN1CC23C=CC(O2)C(C(=O)O)C3C1=O (stereo not given)	1	3	-3	1	0	-4	6	-1	-4
Cc1c(Cl)cccc1NC(=O)CC(C(=O)O)C1CCCO1 (stereo not given)	0	3	3	4	8	1	-2	3	6
N/C(=N\OC(=O)c1ccc2ccccc2c1)c1cccc([N+](=O)[O-])c1	2	1	5	-2	2	6	-1	2	-5
O=C(CCCOc1ccccc1)N1CCN(S(=O)(=O)c2cccs2)CC1	8	11	3	-5	8	-1	4	2	-3
CC(=O)Nc1ccc2sc(C)nc2c1	4	4	-2	2	-2	6	-1	1	-5
CC(C)(C)OC(=O)[C@H](Cc1ccccc1)NC(=O)c1nc[nH]c1C(=O)N1CCNCC1	3	0	·	5	13	·	4	·	·
CCCCc1nnc(NC(=O)c2oc3ccccc3c2C)s1	5	-2	3	3	0	1	10	-6	-18
Cc1ccc(CNC(=O)Cn2c(=O)n(CC(=O)N3CCCCC3)c(=O)c3sccc32)cc1	8	2	0	-2	-2	-2	8	-1	4
NS(=O)(=O)c1ccc(NC(=S)NCC2CCCO2)cc1 (stereo not given)	2	2	-1	5	0	2	-1	6	-1
Cc1nn(-c2ccccc2)c(Cl)c1C(=O)NCC(=O)O	0	3	-1	5	-8	-10	7	-2	0
CS(=O)(=O)c1ccc2nc(NC(=O)C3CC(=O)N(c4ccccc4)C3)sc2c1 (stereo not given)	-4	-5	-3	4	-9	12	-2	2	0
NS(=O)(=O)c1cc2c(cc1Cl)NC(C1CC3C=CC1C3)NS2(=O)=O (stereo not given)	-1	-6	-3	-3	-4	-4	0	2	8
CCOC(=O)C(=CNc1ccc(C#N)cc1)C(=O)OCC	0	-3	-1	1	3	5	5	-1	16
O=C(Nc1cnn(C23CC4CC(CC(C4)C2)C3)c1)c1cc(-c2ccccc2)on1	-3	-6	-10	2	-15	-7	-3	-6	-3
Cc1ccccc1CC1(CO)CCCN(Cc2nc(-c3cccs3)oc2C)C1 (stereo not given)	1	2	-5	0	2	-4	3	3	0
Cc1cccc(N2CCN(C(=O)c3cc(S(=O)(=O)N4CCOCC4)cn3C)CC2C)c1 (stereo not given)	-2	4	0	1	-3	0	2	-5	3
O=C(CN1CCc2ccccc2C1)Nc1cc(S(=O)(=O)N2CCOCC2)ccc1N1CCOCC1	0	-1	1	-2	-5	0	10	13	1
CC(=O)Nc1cccc(NC(=O)CSc2nnc3ccc(-c4ccccn4)nn23)c1	-2	3	-1	1	-7	-2	-1	3	2
Cc1cccc(CC(=O)c2c[nH]c3ccccc23)c1	·	-4	-1	-2	·	3	·	-7	13
COc1cccc(N2CCN(C(=O)c3ccc(CS(=O)c4ccc(C)cc4)o3)CC2)c1 (stereo not given)	6	6	-4	-4	4	0	7	-5	3
CC(OC(=O)c1cnc(Cl)c(Cl)c1)C(=O)NCc1ccccc1 (stereo not given)	-3	1	1	2	-1	0	6	5	·
O=C(CSc1nc2ccc(Cl)cc2[nH]1)N1CCN(C(=O)c2ccco2)CC1	1	3	-3	0	7	-4	-4	-7	-14
Cc1ccc(Cl)cc1NC(=O)CSc1sc2c(O)cc(=O)[nH]c2c1C#N	7	20	-17	0	9	-26	18	-20	10
Cc1cccc(NC(=O)c2nc[nH]c2C(=O)N[C@@H](Cc2ccccc2)C(=O)OCc2ccccc2)c1	-23	-19	-29	2	-53	-62	-50	-32	-13
Cc1ccc2c(c1)COc1c3ccc(C(=O)N[C@@H](C)CO)cc3nn1-2	4	3	-1	-2	-8	-6	12	3	2
CCc1ccccc1NC(=S)NN	·	3	-4	-3	·	-1	·	-10	-5
Cc1ccc(C(=O)Nc2ncc3c(Cl)cccc3n2)cc1	2	6	0	-13	0	-1	3	-6	-5
CC(C)c1ccccc1NC(=O)c1cccnc1	0	4	1	2	2	3	2	-8	7
CCOc1ccccc1N(CC(=O)N1CCc2ccccc2C1)S(C)(=O)=O	1	-2	2	0	5	-2	1	5	8
Fc1ccccc1CSc1ncnc2sc3c(c12)CCCC3	4	6	2	4	6	2	4	-10	5
O=C(Nc1nnc(-c2ccco2)o1)c1ccc([N+](=O)[O-])s1	-2	7	-1	-6	6	-3	8	6	15

Next part.
SMILES	PAFAH1B2 FP inh	pPAFAH FP inh	LYPLA1 inh	PAD4 inh	PAFAH2 FP inh	LYPLA2 counter	PAFAH1B3 FP inh	PME-1 inh	GSTO1 inh
COc1cc(/C=N/n2c(-c3n[nH]c4c3CCC4)n[nH]c2=S)ccc1O	5	8	2	1	2	2	8	-5	10
CCNC(=S)Nc1ccc(Cl)c(C(F)(F)F)c1	-3	2	-6	1	-4	-7	0	1	-1
CCCn1c(N2CCC(Cc3ccccc3)CC2)nc2c1c(=O)[nH]c(=O)n2C	3	13	2	-2	8	8	8	7	6
Cc1ccc(S(=O)(=O)N2CCCC2C(=O)NCc2ccncc2)cc1 (stereo not given)	-3	-2	0	-3	-2	4	1	4	4
CC(OC(=O)c1ccc2c(c1)NC(=O)CS2)C(=O)c1ccc(F)cc1 (stereo not given)	8	8	·	1	6	·	11	·	·
COc1ccc(CCN2CN(S(=O)(=O)c3ccc(OC)cc3)c3nc4ccccc4nc32)cc1	11	9	0	-6	-4	6	-2	6	-10
CC(=O)Nc1ccc(NC(=O)[C@@H](NC(=O)N2C[C@H]3C[C@@H](C2)c2cccc(=O)n2C3)C(C)C)cc1	1	3	0	1	2	1	10	-6	2

Screens: PubChem BioAssay, The Scripps Research Institute Molecular Screening Center
